KDM5B inh = Primary screen for KDM5B Histone Demethylases FDH-coupled qHTS | Potency, µM (series often up to 57.7 µM), for inactives: at the highest dose activity change, negative = inhibition, most hits filed as inhibitors | KDM5B demethylase, FDH-coupled NADH fluorescence (FDH is formaldehyde dehydrogenase) | Lysine-specific demethylase 5B (Homo sapiens), Q9UGL1 | 2.6% of 220,000 active; active = well fitted inhibition curve with a large enough effect; inconclusive = small, poorly fitted or top-dose-only effect; inactive = no such curve, though single readings can be large or run the other way; also: 0% is about no effect; nearly all actives have a fitted effect of over 70% in size
Target sequence (Q9UGL1 whole entry, looked up): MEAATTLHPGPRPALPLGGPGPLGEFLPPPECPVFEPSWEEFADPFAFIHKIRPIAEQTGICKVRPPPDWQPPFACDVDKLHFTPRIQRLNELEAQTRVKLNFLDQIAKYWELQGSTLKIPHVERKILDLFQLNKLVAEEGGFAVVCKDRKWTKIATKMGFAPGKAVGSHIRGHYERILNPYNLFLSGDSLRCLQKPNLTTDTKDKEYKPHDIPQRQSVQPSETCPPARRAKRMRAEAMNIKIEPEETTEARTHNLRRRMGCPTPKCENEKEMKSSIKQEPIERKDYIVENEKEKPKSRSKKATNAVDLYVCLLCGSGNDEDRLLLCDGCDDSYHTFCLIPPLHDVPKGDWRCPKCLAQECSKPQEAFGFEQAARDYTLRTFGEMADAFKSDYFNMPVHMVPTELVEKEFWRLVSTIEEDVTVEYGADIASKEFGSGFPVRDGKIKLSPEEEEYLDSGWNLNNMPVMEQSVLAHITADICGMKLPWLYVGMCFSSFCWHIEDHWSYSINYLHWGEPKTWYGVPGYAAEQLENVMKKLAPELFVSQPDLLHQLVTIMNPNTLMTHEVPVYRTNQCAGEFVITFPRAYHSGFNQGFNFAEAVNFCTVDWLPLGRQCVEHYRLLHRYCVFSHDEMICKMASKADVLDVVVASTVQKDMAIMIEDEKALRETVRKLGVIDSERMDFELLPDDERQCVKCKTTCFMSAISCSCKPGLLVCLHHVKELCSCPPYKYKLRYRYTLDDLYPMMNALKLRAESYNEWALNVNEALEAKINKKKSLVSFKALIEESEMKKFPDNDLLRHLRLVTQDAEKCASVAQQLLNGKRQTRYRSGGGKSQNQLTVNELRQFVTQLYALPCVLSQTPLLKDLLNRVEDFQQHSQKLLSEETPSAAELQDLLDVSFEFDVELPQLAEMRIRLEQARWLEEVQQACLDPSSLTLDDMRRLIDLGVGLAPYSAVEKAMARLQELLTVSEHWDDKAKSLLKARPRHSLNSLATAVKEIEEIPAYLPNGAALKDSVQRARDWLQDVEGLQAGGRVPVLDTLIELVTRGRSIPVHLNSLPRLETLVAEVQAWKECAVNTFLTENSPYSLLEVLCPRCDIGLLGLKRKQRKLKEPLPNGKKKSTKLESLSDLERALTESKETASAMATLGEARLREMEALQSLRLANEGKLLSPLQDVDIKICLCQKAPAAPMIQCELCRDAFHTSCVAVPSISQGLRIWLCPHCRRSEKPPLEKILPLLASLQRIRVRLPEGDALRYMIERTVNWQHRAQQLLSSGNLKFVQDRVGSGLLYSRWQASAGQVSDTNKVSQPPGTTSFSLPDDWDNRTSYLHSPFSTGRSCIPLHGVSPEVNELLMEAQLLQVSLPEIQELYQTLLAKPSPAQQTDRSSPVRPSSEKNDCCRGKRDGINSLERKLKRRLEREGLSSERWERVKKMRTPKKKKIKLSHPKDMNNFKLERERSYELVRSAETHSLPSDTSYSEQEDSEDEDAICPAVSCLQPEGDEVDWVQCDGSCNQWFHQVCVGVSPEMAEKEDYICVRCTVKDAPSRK
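Coupled FDH/NAD⁺ fluorescence readout. KDM5BΔAP 200 nM final; compound titration, 10 min RT preincubation; substrate mix 12.5 µM H3K4me3, 25 µM 2-OG, 50 µM Fe(II), 100 µM ascorbate, 0.25 mM NAD⁺, 0.25 U/mL FDH; ΔRFU over 30 min.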
The depositor's hits bear a star; ? = inconclusive; [ ] = dose if it differs, or a comment. Potency is read from the fitted curve at half-maximal effect. A portion of the library, so the mix of outcomes need not match the whole.

KDM5B inh | structure
2.0% | O=C(Cc1ccsc1)N1CCC(Cc2nc(-c3ccc(F)cc3)no2)CC1
16.7% | N#Cc1ccc(CN2CCN(C(=O)C3CC=CCC3)CC2)cc1 (configuration not stated)
-13.2% | COc1ccc(C(C(=O)NC2CCCC2)N(C(=O)c2ccco2)c2cccc(C(C)=O)c2)cc1OC (configuration not stated)
-9.8% | CC1CCN(S(=O)(=O)c2ccc3c(c2)N(CC(=O)Nc2ccc(F)c(Cl)c2)C(=O)CO3)CC1
28.2µM* | Cc1ccc(-c2cc3c(=O)n(CCNC(=O)c4ccc(N(C)C)cc4)ccn3n2)cc1C
15.9% | O=C(O)CNS(=O)(=O)c1ccccc1
18.2% | CC(/C=N/NC(=O)c1ccc(C)cc1)=C\c1ccccc1
? | Cc1ccccc1Nc1sc(C(=O)c2ccccc2)c(N)c1S(C)(=O)=O

KDM5B inh | structure
? | O=C(N[C@H]1CCN2C(=O)c3cc(-c4cccs4)ccc3NC(=O)[C@H]12)c1cnccn1
-11.9% | CCN1C(=O)C(CC(=O)NCc2ccccn2)Sc2ncccc21 (configuration not stated)
15.8% | Cc1noc(-c2ccccc2OC2CCN(C(=O)c3cnccn3)C2)n1 (configuration not stated)
? | CC(C)n1cc2cc(C(=O)NCCc3cccs3)sc2c1
-17.2% | COc1cc(NC(=O)N2CCN(c3ccc(=O)n(-c4ccc(F)cc4)n3)CC2)cc(OC)c1OC
-17.6% | CCC(=O)N1CCCC(c2nc(-c3cccnc3)no2)CCNC(=O)CC1 (configuration not stated)
-7.1% | Cc1ccc(N2CC(C(=O)NCc3ccco3)CC2=O)cc1Cl (configuration not stated)
-18.9% | COC(=O)c1ccc2nc(C)cc(Nc3ccc(OC)cc3)c2c1

KDM5B inh | structure
-22.3%[149 µM] | CN(c1ccc(Cl)c(Cl)c1)C1CNC1
-21.2% | Cc1cc(C(c2ccccc2Cl)N2CCN(C)CC2)c(NC(=O)c2ccco2)s1 (configuration not stated)
-18.6% | CC1CCCCN1CCCNC(=O)c1cc(Sc2cccc(Cl)c2)nc2ccccc12 (configuration not stated)
58.6%[activator][86.2 µM] | Cc1ccc(CN[C@@H]2CO[C@H](CNS(=O)(=O)c3ccc(C)cc3)[C@H]2O)cc1
? | COc1ccc(/C=N/NC(=O)c2[nH]c3ccc(Cl)cc3c2-c2ccccc2)c(C(=O)O)c1OC
-14.6% | CN1CCN(CC2(c3nc4c([nH]3)CC(C)(C)CNC4=O)CC2)CC1
-29.1% | NC(=O)COc1ccccc1CN(Cc1ccsc1)CC1CCCO1 (configuration not stated)
13.2% | CC(C)c1ccc(-c2nonc2NC(=O)c2cccs2)cc1

Structures listed so far shown as hits in KDM5B inh.
KDM5B inh | structure
28.2µM* | Cc1ccc(-c2cc3c(=O)n(CCNC(=O)c4ccc(N(C)C)cc4)ccn3n2)cc1C

(cont.)
KDM5B inh | structure
-4.4%[86.2 µM] | CCC(CC)C(=O)N1CCC(O)(c2csc(CN3CCc4ccccc4C3)n2)CC1
-22.3%[86.2 µM] | CC1=C[C@@H](CNC(=O)c2ccccc2)[C@H](C(C)C)C[C@H]1Cc1nc2ccccc2n1C
1.5% | Cc1ccccc1CNC(=O)CN1CCSc2ccccc21
? | c1ccc(OCc2nnc3n2N=C(c2ccccc2)CS3)cc1
? | Cc1ccc2ncccc2c1Cn1ccnc1-c1cc2n(n1)CCCNC2
39.1%[activator] | Cc1ncc(COC(=O)C(C)C)c2cc(-c3nc(-c4ccccc4F)no3)c(=O)oc12
0.0% | Cc1cc(NC(=O)C2CCCCC2)ccc1Br
-13.4% | COCC1CN(C2CCC2)CC12CCN(C(=O)Cc1cccc(F)c1)CC2 (configuration not stated)

KDM5B inh | structure
-9.6% | CCn1cc2nc(SCC(=O)Nc3ccc(OC)cc3OC)n(Cc3ccc(Cl)cc3)c(=O)c2n1
15.1% | O=C(COc1cccc(Cl)c1)NCC(c1cccs1)N1CCOCC1 (configuration not stated)
-2.8% | CCS(=O)(=O)C(C)C(=O)Nc1ccc(OC)c(NC(=O)c2ccco2)c1 (configuration not stated)
14.1% | Cc1nc(CCNS(=O)(=O)c2cccnc2)cs1
? | COCCNC(=O)Cn1cc2c(n1)-c1c(oc(C(=O)N3CCCC3)c1C)CC2
? | COc1ccc(-c2nc3cc(C)ccc3cc2CN2CCCC(C(N)=O)C2)cc1 (configuration not stated)
? | CCC(C)NC(=O)c1ccccc1-c1ncc(-c2ccc(F)cc2)o1 (configuration not stated)
-10.0% | CN1CCN(Cc2nnc(C(=O)N3CCC[C@@H]3C(c3ccccc3)c3ccccc3)n2-c2ccccc2)CC1

KDM5B inh | structure
? | CCOc1cccc(CNc2nn[nH]n2)c1OCc1ccccc1
-10.5% | CCC1CCCCN1C(=O)CSc1nnc(-c2ccc(OC)c(OC)c2)o1 (configuration not stated)
-21.9% | COCCn1ncc(N2CCC(C(=O)Nc3ccc(N4CCOCC4)cc3)C2)cc1=O (configuration not stated)
4.1% | COc1cccc(NC(=O)C(Sc2nnc(-c3ccco3)o2)c2ccccc2)c1 (configuration not stated)
? | Cc1ccccc1COC(=O)c1nn(-c2ccccc2)nc1N
6.7% | CC(=O)N1CCCc2cc(S(=O)(=O)N3CCC(C(=O)NCc4cccc(C)c4)CC3)ccc21
35.5µM* | Cc1ccc(C)c(-c2cc3c(=O)n(CCNC(=O)c4ccc(N(C)C)cc4)ccn3n2)c1
-20.1% | Cc1cccc(Nc2ncc(NC(=O)c3cccc(F)c3)c(Nc3cccc(C)c3)n2)c1

KDM5B inh | structure
1.2% | CCOc1ccc(CN2C[C@@H]3C(=O)N(Cc4ccc5c(c4)OCO5)C(=O)[C@@H]3C2)cc1
-11.4% | Cc1c(Cl)cccc1-n1nc(C)c2c(C)cc(=O)n(CC(=O)N3CCCc4ccccc43)c21
0.2% | N#Cc1cccc(C(=O)NCCCN2CCCC2)c1
? | COCc1ccc2c(c1)c(OC(C)(C)C(=O)N1CC(O)C1)nn2Cc1ccccc1
-26.5% | CCOC(=O)c1[nH]cnc1C(=O)N(CCO)Cc1nccn1C
9.9% | Cc1nc(C)c(C(=O)N2CCC3(CC2)CC(N(C2CC2)S(C)(=O)=O)CCO3)s1 (configuration not stated)
-13.4% | COc1ccc(C2=NOC3(CCN([S+](=O)([O-])c4cccc(C(F)(F)F)c4)C3)C2)cc1 (configuration not stated)
? | c1cncc(-c2cc3c(cn2)CN(Cc2ccncc2)CCN3)c1

Structural class, the entries above with a cyano group (2)
KDM5B inh | structure
16.7% | N#Cc1ccc(CN2CCN(C(=O)C3CC=CCC3)CC2)cc1 (configuration not stated)
0.2% | N#Cc1cccc(C(=O)NCCCN2CCCC2)c1

Arranged by value in KDM5B inh (ascending): 6 from the list above.
KDM5B inh | structure
-29.1% | NC(=O)COc1ccccc1CN(Cc1ccsc1)CC1CCCO1 (configuration not stated)
-17.6% | CCC(=O)N1CCCC(c2nc(-c3cccnc3)no2)CCNC(=O)CC1 (configuration not stated)
-13.4% | COc1ccc(C2=NOC3(CCN([S+](=O)([O-])c4cccc(C(F)(F)F)c4)C3)C2)cc1 (configuration not stated)
6.7% | CC(=O)N1CCCc2cc(S(=O)(=O)N3CCC(C(=O)NCc4cccc(C)c4)CC3)ccc21
9.9% | Cc1nc(C)c(C(=O)N2CCC3(CC2)CC(N(C2CC2)S(C)(=O)=O)CCO3)s1 (configuration not stated)
13.2% | CC(C)c1ccc(-c2nonc2NC(=O)c2cccs2)cc1

(further entries)
KDM5B inh | structure
? | COCCc1noc([C@@H]2CN(Cc3ccc(C)o3)C[C@H]2CO)n1
-7.2% | CCOc1cc(=O)n2c(c1C(=O)Nc1ccccc1C(=O)OC)CCCC2
-25.1% | CN1CCCCCCN(Cc2ccc3[nH]ccc3c2)[C@H]2CCC[C@H]2C1=O
? | C=C(C)COc1cc(C)cc2oc(=O)c(CC(=O)Nc3nc(CC(=O)O)cs3)c(C)c12
-3.8% | CCOC(=O)c1oc2cc(OCC(N)=O)ccc2c(=O)c1-c1ccc(Br)cc1
12.3% | CS(=O)(=O)c1ccccc1NC(=O)CNc1cc(Cl)ccc1N1CCOCC1
? | COc1cccc(Nc2nnc(-c3cc4ccc(O)cc4oc3=O)s2)c1
1.5% | COc1cc(C2CC(=O)Nc3c(-c4ccccc4)nsc32)cc(OC)c1OC (configuration not stated)

KDM5B inh | structure
-17.6% | Cn1cc(C(=O)N2CCCC(c3nnnn3C)C2)cn1 (configuration not stated)
6.0% | COCCc1noc([C@@H]2CN(Cc3ccc(F)cc3)C[C@H]2CO)n1
39.8µM* | CC(C)c1noc([C@@H]2C[C@@H](O)CN2Cc2cc3ccccc3o2)n1
? | CN(C)CCCN1C(c2ccccc2)=CC(=C(C#N)C#N)C2=C1CCCC2
-10.4% | Cc1ccccc1S(=O)(=O)N1CCN(C2CCN(CCC(C)C)C2=O)CC1 (configuration not stated)
24.8% | COc1ccc(C(=O)N2CCCCCCN(C)C(=O)[C@@H]3CCC[C@@H]32)cn1
-25.3% | COc1cccc(N2CCN(c3nc4ccc(C(=O)c5ccccc5)cc4n4c(C)nnc34)CC2)c1
12.8% | COCc1ccc2c(c1)c(OC(C)(C)C(=O)NC1CCC(O)CC1)nn2Cc1cccnc1 (configuration not stated)

KDM5B inh | structure
-18.1% | FC(F)(F)c1cccc(CSc2nnc(-c3ccncc3)n2-c2ccc(Br)cc2)c1
? | COc1ccc(C(=O)N[C@@H]2C=C(C(=O)NCCC(N)=O)C[C@@H](O)[C@@H]2O)cc1
9.5% | CCOc1ccc(CNC(=O)c2cc3n(n2)CC(C)(C(=O)NC2CCCC2)N(CC)C3=O)cc1OC (configuration not stated)
-6.7% | COCCc1noc([C@@H]2CC(F)(F)CN2C(=O)c2ncccc2F)n1
18.7% | NS(=O)(=O)c1ccc(N/N=C/c2ccsc2)c([N+](=O)[O-])c1
16.1% | O=C(Cc1ccc(S(=O)(=O)N2CCCCC2)cc1)NC1CC1
4.7% | COc1ccc(C(=O)N2C[C@@H](CO)[C@H](c3nc(C)no3)C2)cc1F
-6.6% | O=C(NCCc1c[nH]c2ccc(Cl)cc12)c1ccc(F)cc1F

KDM5B inh | structure
9.0% | COc1cccc(Nc2nc3ccccc3nc2NS(=O)(=O)c2ccc(NC(C)=O)cc2)c1
25.1µM* | CC(C)Cn1cncc1CNC(=O)c1ccc2nc(-c3ccc(F)cc3)cn2c1
5.5% | C=C(C)CN1CCCC(C(=O)NCC2CC2)C1 (configuration not stated)
22.4µM* | C=CCn1cc2c3c(cccc31)[C@H](CC(C)C)N[C@H](C(=O)N1CCN(C)CC1)C2
15.2% | O=C1CCN(C(=O)c2n[nH]c3ccccc23)CCCC(C(=O)NCc2ccccc2)CCN1 (configuration not stated)
1.8% | CN(C)c1nc(SCC#N)nc(N2CCOCC2)n1
38.1% | O/N=C(/c1ccc(Cl)cc1)C1CC1c1ccccc1 (configuration not stated)
-19.0% | Cc1ccc(-c2cc(C(=O)Nc3cc(C)n(C)n3)c3ccccc3n2)cc1

In a second layout: results already given.
COc1cccc(Nc2nc3ccccc3nc2NS(=O)(=O)c2ccc(NC(C)=O)cc2)c1
  KDM5B inh: 9.0%

C=C(C)CN1CCCC(C(=O)NCC2CC2)C1 (configuration not stated)
  KDM5B inh: 5.5%

Going on with the list.
KDM5B inh | structure
-15.1% | Cc1ccc(C(=O)OCC(=O)Nc2cccc(N3CCCC3=O)c2)c(O)c1
-11.2% | CCc1sc(NC(=O)CC[C@H]2NC(=O)c3ccccc3NC2=O)nc1C(=O)OC
? | CN(C)c1cccc(NCc2nc3c(n2Cc2ccccc2)C(=O)N(CCOc2ccccc2)CCN3)c1
16.8% | COc1ccc(-c2cc(COC(=O)Cc3cccc(F)c3)on2)cc1
7.6% | COc1cccc2c(=O)cc(CSCC(=O)Nc3cccc(Cl)c3)[nH]c12
-28.7% | COc1ccc2c(c1)c(=O)c(S(=O)(=O)c1ccccc1)cn2CC(=O)Nc1ccc2c(c1)OCO2
22.2% | O=C(NC1CCCC1)C1CCCN(c2nc(-c3ccccc3)nc3c2CCC3)C1 (configuration not stated)
? | Cc1ccc(CCNC(=O)C2CCN(S(=O)(=O)c3ccc4c(ccn4C)c3)CC2)cc1

KDM5B inh | structure
-15.6% | COc1ccc(COC(=O)c2c(C)nn(-c3ccccc3)c2Cl)cc1
14.1% | Cc1ccc(C(=O)N2CCCC(N(C)Cc3ccccc3)C2)s1 (configuration not stated)
28.2µM* | CCC1Oc2ccc(NC(=O)c3ccc(OC)c(OC)c3)cc2CN(Cc2ccc(Cl)cc2)C1=O (configuration not stated)
18.8% | N#Cc1ccc(C(=O)NC2CCC3CCCCC3C2)cc1 (configuration not stated)
-30.7% | CCn1cc(C(=O)NCCc2ccccc2)c(=O)c2cc(S(=O)(=O)N3CCCCCC3)ccc21
23.2% | Nc1nonc1-n1nnc(C(=O)N/N=C/c2cccc(Cl)c2)c1CSc1ccccc1
? | OC(CC#CCN1CCN(CC#CCC(O)(c2ccccc2)c2ccccc2)CC1)(c1ccccc1)c1ccccc1
-12.0% | O=C1CN(Cc2ccc(F)c3cccnc23)CCN1

KDM5B inh | structure
-17.2% | COc1ccc(CCNC(=O)CN(c2cc(Cl)ccc2C)S(=O)(=O)c2ccccc2)cc1
7.5% | COc1cc([C@@H]2c3cc4c(cc3[C@H](O)[C@@H](CO)[C@@H]2C(=O)NCC(C)C)OCO4)cc(OC)c1OC
9.1% | CN(Cc1ccc2nonc2c1)C(=O)c1cccc(CC2CCNCC2)c1
-7.9% | O=C(NCc1cccc(F)c1)c1ccc(CN2CC(=O)N3CCCCC3C2=O)cc1 (configuration not stated)
? | CC(=O)c1ccc(N2CCN(C(=O)CCC(=O)Nc3ccc4nc(N5CCCCC5)cc(C)c4c3)CC2)cc1

High-throughput results deposited in PubChem BioAssay by National Center for Advancing Translational Sciences (NCATS).
